Screening results: PubChem, Broad Institute
PglD DTNB = PglD (C. jejuni) enzyme inhibition. 0.098% of 360,000 active. inhibition, % at 12.5 µM. purified PglD enzyme, DTNB colorimetric CoA detection; in the data active means inhibition above about 16%, passing the limit was not always enough; further: strong numbers were not always called active
S100A4 inh HTS = blocks human S100A4 binding to myosin IIA peptide. P26447. S100A4/TAMRA-MyoIIA peptide fluorescence polarization. inhibition, % at 10.7 µM. 0.14% of 360,000 active;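 active means mean inhibition of at least 70% across replicates, with every replicate also reaching that level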
Target sequence (P26447 whole entry, looked up): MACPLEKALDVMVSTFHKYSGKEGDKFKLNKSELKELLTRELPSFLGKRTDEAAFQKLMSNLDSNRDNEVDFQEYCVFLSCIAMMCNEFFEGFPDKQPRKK
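Material: human S100A4 monomer with TAMRA-labelled myosin IIA peptide; buffer or medium: HEPES pH 7.2 with CaCl2, KCl, NaCl, DTT, Triton; compound dosing: one concentration per compound; schedule: 5 min incubation before reading; benchmarks: neutral control DMSO, positive control TFP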
FN deposit inh = fibronectin deposition inhibition | AH1F fibroblasts, Alexa488-fibronectin deposition fluorescence, overnight | inhibition, % at 12.6 µM | 0.086% of 350,000 active | AID 743247;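 active means mean inhibition across replicates of 30% or more, regardless of how many single replicates reach that level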;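 further: positive control wells lacked labelled fibronectin entirely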
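Schedule: 1 h cell adhesion before compound, then overnight fibronectin incubation; test system: AH1F fibroblast monolayer depositing Alexa488-labelled fibronectin into matrix; quantity: 10000 AH1F cells per well; probe or stimulus: fluorescent fibronectin at 24 nM final; signal: fluorescence, ex 485 nm, em 525 nm; evaluation: percent inhibition as loss of matrix-bound fibronectin fluorescence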
ERAP1 HTS inh = ERAP1 (human) enzyme inhibition. recombinant ERAP1, Leu-AMC fluorescence, 60 min. inhibition, % at 10.7 µM. AID 652197. Q9NZ08. 0.15% of 340,000 active;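 active means mean replicate inhibition of at least 30%, or all replicates individually reaching that 30% level; inactive means mean below 30% and not every replicate reaching it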;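 further: 0% = neutral control wells and 100% = L-leucinethiol positive control wells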
Target sequence (Q9NZ08 whole entry, looked up): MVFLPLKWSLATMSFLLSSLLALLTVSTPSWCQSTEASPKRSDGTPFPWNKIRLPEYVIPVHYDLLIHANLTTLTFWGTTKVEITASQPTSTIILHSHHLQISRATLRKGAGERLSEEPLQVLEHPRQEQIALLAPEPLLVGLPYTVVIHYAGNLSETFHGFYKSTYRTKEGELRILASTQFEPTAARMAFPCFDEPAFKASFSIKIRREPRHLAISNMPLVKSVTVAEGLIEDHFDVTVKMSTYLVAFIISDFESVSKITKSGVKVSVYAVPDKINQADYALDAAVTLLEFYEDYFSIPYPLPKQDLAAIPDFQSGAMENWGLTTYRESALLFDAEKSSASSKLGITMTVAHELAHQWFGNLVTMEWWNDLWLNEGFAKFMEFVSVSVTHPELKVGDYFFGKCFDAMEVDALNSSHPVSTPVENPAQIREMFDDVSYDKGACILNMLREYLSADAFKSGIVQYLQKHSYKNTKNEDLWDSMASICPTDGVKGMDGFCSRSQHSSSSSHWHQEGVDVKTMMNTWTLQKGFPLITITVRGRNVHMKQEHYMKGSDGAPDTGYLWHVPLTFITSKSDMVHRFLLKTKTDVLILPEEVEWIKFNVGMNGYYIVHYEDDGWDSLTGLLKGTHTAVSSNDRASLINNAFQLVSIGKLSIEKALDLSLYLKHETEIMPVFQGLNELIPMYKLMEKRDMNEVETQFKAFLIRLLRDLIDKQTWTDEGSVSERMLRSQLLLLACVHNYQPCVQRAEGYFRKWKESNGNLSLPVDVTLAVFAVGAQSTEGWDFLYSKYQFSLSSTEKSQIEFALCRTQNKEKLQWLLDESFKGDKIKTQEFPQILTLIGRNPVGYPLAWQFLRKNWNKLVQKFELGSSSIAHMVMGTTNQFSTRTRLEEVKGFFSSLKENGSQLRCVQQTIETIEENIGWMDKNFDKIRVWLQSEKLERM
EWS-Fli inh = EWS/Fli transcriptional activity inhibition; A673 NR0B1-luciferase reporter, viability-normalised; inhibition, % at 12.6 µM; 0.67% of 350,000 active;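 active means mean inhibition of at least 50% after viability correction, with every replicate also passing that limit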;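 further: firefly luciferase signal divided by Alamar Blue viability fluorescence both relative to DMSO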
PGC1a acetyl inh = modulators of PGC1a acetylation | U2OS PGC1a acetylation, AlphaScreen anti-acetyl-lysine; with virally co-expressed GCN5 acetyltransferase | inhibition, % at 15.6 µM | 0.17% of 350,000 active | AID 651687;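 active means every replicate shows inhibition of at least 40%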;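 further: 0% = neutral control wells and 100% = positive control wells; some results beyond the cut were filed as inactive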
LGR2 inh = blocks bursicon-induced cAMP signaling via Drosophila LGR2; HEK293 LGR2, CRE-luciferase, bursicon-stimulated, 4 h; inhibition, % at 9.99 µM; 0.35% of 380,000 active;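 active means drop in luminescence signal, shown as inhibition above about 50% in the replicate tests, limit read from the data, passing the limit was not always enough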;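 further: agonist challenge used bursicon conditioned medium at about half maximal strength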
PAX8 inh HTS = inhibitors of PAX8 transcriptional activity in RMG-I cells; 1.2% of 360,000 active; AID 652154; inhibition, % at 12.6 µM; RMG-I TPO-luciferase reporter, SteadyGlo, 24 h;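 active means mean replicate inhibition at least 60% with every replicate also reaching 60%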;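 further: luciferase light reporting Pax8 driven TPO promoter activity; plate controls were median of neutral control wells for no effect and mitoxantrone controls for full effect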
* marks the source's active call; other numbers are inactive results; / = not tested or not shown.

SMILES | PglD DTNB | S100A4 inh HTS | FN deposit inh | ERAP1 HTS inh | EWS-Fli inh | PGC1a acetyl inh | LGR2 inh | PAX8 inh HTS
CCOC(=O)C(=CNc1cc(C)ccc1-n1cccc1)C(=O)OCC | 2 | 2 | 3 | 0 | 14 | -5 | 33 | -1
CN1CCC(C)(C(=O)Nc2ccc3c(c2)OCCO3)C1 (stereo unspecified) | 2 | -2 | / | 5 | 0 | 7 | 22 | 2
CCN(CC)S(=O)(=O)c1ccc(Cl)c(NC(=O)COc2ccc3c(C)cc(=O)oc3c2)c1 | 7 | -3 | 7 | -1 | 5 | 3 | / | -4
O=S(=O)(NCCc1ccccc1)c1ccc(S(=O)(=O)N2CCCCC2)cc1 | -10 | -15 | / | -3 | 5 | -13 | -2 | /
CCOc1ccc(CNc2ccc(N3CCCC3)cc2)cc1 | -3 | -17 | / | 0 | -13 | 7 | / | /
COC(=O)C1=C(N)OC2=C(C(=O)CC(C)(C)C2)C1c1cccs1 (stereo unspecified) | 7 | / | 3 | / | / | -57 | / | 5
COC(=O)[C@H]1[C@H](CO)[C@H]2Cn3c(cccc3=O)[C@H]2N1C(=O)C1CCCC1 | / | -12 | 0 | -1 | -1 | 1 | -21 | /
Nc1c(-c2ccccc2)c(CN2CCOCC2)nn1-c1cccc([N+](=O)[O-])c1 | / | -1 | 8 | -2 | 10 | / | / | 11
Cc1c(-c2ccccc2)[nH]n2c(=O)c3c(nc12)CCCC3 | -1 | -1 | 8 | 1 | -73 | -19 | -29 | -116
COc1ccc(C(CNC(=O)c2ccc(OCc3cscn3)cc2)N2CCCC2)cc1 (stereo unspecified) | 3 | -3 | -2 | -3 | 0 | 5 | 0 | 15
Cc1cccc(C)c1OC(=O)C(c1ccccc1)c1ccccc1 | / | 2 | -3 | -2 | 0 | / | / | 4
O=C(Cc1ccccc1)N1C[C@H]2[C@@H](c3ccccc31)[C@H](CO)N2C(=O)Cc1ccccc1 | 3 | 5 | / | -1 | 0 | 2 | -7 | 21
COc1ccc(N2CCN(C(=O)Cn3nnc(-c4ccc(N(C)C)cc4)n3)CC2)cc1 | 1 | -2 | / | 7 | -3 | -8 | 13 | -5
O=C(CCN1C(=O)/C(=C/c2ccccc2F)SC1=S)NCCCn1ccnc1 | -2 | -16 | -3 | 7 | 0 | -7 | -1 | 1
COC(=O)c1cc(S(=O)(=O)N(Cc2ccccc2)C(C)(C)C)c[nH]1 | / | -1 | 12 | 3 | / | -20 | 3 | 23
CC(C)CCNC(=O)C1CCN(S(=O)(=O)c2ccc3nc4c(c(C(=O)O)c3c2)CCCCC4)CC1 | -4 | 1 | -6 | -6 | / | 22 | -6 | 7
CCN1CCN(S(=O)(=O)c2c(C)cc(C)cc2C)CC1 | -6 | 0 | 1 | 0 | 9 | -26 | 1 | 1
C[C@@H]1CN([C@@H](C)CO)C(=O)c2ccccc2-c2ccccc2CO[C@H]1CN(C)C(=O)[C@@H]1CCCN1C | -5 | 2 | -5 | -5 | -6 | 4 | 8 | 25
COc1ccccc1S(=O)(=O)N(C)C[C@@H]1OCc2ccccc2-c2c(n(C)c3ccccc23)C(=O)N([C@@H](C)CO)C[C@@H]1C | -3 | -4 | -30 | -3 | 4 | -10 | 5 | 18
Cc1cccc(CSc2ccc3nnc(-c4ccccn4)n3n2)c1 | / | -2 | -3 | 5 | 11 | 6 | 11 | -3
CC(C)NC(=O)Nc1ccc2c(c1)CC(=O)N([C@@H](C)CO)C[C@@H](C)[C@@H](CN(C)C)O2 | -5 | 24 | 2 | 5 | / | 5 | -15 | -6
CCN1CCN(C(=O)C2CCCN(S(=O)(=O)c3ccc(OC)c(OC)c3)C2)CC1 (stereo unspecified) | -2 | -3 | 3 | -1 | -1 | / | 11 | 5
COc1ccc(-n2nc(C(=O)NCC(=O)N3CCCCCC3)c3ccccc3c2=O)cc1 | 5 | 1 | 15 | 9 | -45 | / | -10 | -34
COc1ccc(OC)c(S(=O)(=O)N2CCCC(C(=O)NCc3cccnc3)C2)c1 (stereo unspecified) | 2 | 5 | 1 | -2 | 4 | -4 | -20 | 18
COc1ccc(N(CC(=O)NCc2ccncc2)S(=O)(=O)c2ccccc2[N+](=O)[O-])c(OC)c1 | / | 3 | 0 | -5 | 0 | / | 18 | -3

In another format: 3 of the compounds above
| structure | PglD DTNB | S100A4 inh HTS | FN deposit inh | ERAP1 HTS inh | EWS-Fli inh | PGC1a acetyl inh | LGR2 inh | PAX8 inh HTS |
| --- | --- | --- | --- | --- | --- | --- | --- | --- |
| COC(=O)c1cc(S(=O)(=O)N(Cc2ccccc2)C(C)(C)C)c[nH]1 | / | -1 | 12 | 3 | / | -20 | 3 | 23 |
| CC(C)CCNC(=O)C1CCN(S(=O)(=O)c2ccc3nc4c(c(C(=O)O)c3c2)CCCCC4)CC1 | -4 | 1 | -6 | -6 | / | 22 | -6 | 7 |
| CCN1CCN(S(=O)(=O)c2c(C)cc(C)cc2C)CC1 | -6 | 0 | 1 | 0 | 9 | -26 | 1 | 1 |

Structural class, those above with an NH in an aromatic ring
SMILES | PglD DTNB | S100A4 inh HTS | FN deposit inh | ERAP1 HTS inh | EWS-Fli inh | PGC1a acetyl inh | LGR2 inh | PAX8 inh HTS
Cc1c(-c2ccccc2)[nH]n2c(=O)c3c(nc12)CCCC3 | -1 | -1 | 8 | 1 | -73 | -19 | -29 | -116
COC(=O)c1cc(S(=O)(=O)N(Cc2ccccc2)C(C)(C)C)c[nH]1 | / | -1 | 12 | 3 | / | -20 | 3 | 23

Following part.
SMILES | PglD DTNB | S100A4 inh HTS | FN deposit inh | ERAP1 HTS inh | EWS-Fli inh | PGC1a acetyl inh | LGR2 inh | PAX8 inh HTS
CC(OC(=O)c1nc(Cl)ccc1Cl)C(=O)Nc1ccc2c(c1)OCCO2 (stereo unspecified) | / | -1 | -1 | 1 | -3 | 3 | 1 | 6
Cc1ccccc1-c1ccc([C@@H]2[C@@H](CO)N3C(=O)CN(S(C)(=O)=O)C[C@H]23)cc1 | / | -6 | -7 | 0 | 7 | -9 | -2 | /
COc1ccc(-c2cc(C)no2)cc1S(=O)(=O)N1CCN(c2ccccc2F)CC1 | 3 | -18 | 0 | 2 | 9 | -2 | 18 | 20
O=c1[nH]c(=O)c2nnc(N/N=C\c3ccc(O)cc3)nc2[nH]1 | / | 3 | / | 5 | -9 | / | -1 | 5
O=C(COc1ccc(Cl)cc1Br)NC(=O)NC1CCCC1 | 5 | 0 | -2 | -4 | -105 | / | -97 | -241
O=C(C1CCCCC1)N1C[C@@H]2O[C@H](CNS(=O)(=O)c3ccccc3F)CC[C@@H]21 | / | 7 | / | 1 | 28 | -8 | / | -20
Nc1ccc(N=Nc2ccccc2Cl)c(N)n1 | -4 | 1 | 3 | -1 | -120 | / | -61 | -166
O=C1OCC2=C1C(c1ccc3c(c1)OCO3)c1cc3c(cc1O2)OCO3 (stereo unspecified) | / | -3 | -14 | 0 | 39 | / | -30 | -2
CCc1nc2ccc(C(=O)NCCc3ccccn3)cn2c1N(C)CCC(C)C | 1 | 13 | 6 | 0 | 5 | -19 | / | -3
CCN1[C@@H]2Cn3c(ccc(-c4ccccc4F)c3=O)[C@H]1[C@@H](C(=O)N1CCOCC1)[C@@H]2CO | -2 | 11 | / | -1 | -3 | / | 15 | /
CC(=O)Nc1ccccc1OCC(=O)NC(C)c1ccccc1 (stereo unspecified) | / | 2 | -8 | 1 | 15 | 0 | 4 | 10
CCn1c(=O)cc(OCC(=O)N(C)C2CCCCC2)c2ccccc21 | -6 | 2 | -15 | 5 | / | 10 | 4 | 27
CN(CC(=O)Nc1cccc(F)c1)C(=O)CC1CC2CCC1C2 (stereo unspecified) | -1 | -5 | 0 | -1 | -8 | -7 | -14 | 4
COc1ccc(C(C)=O)cc1COc1ccc(Cl)cc1Cl | 6 | -16 | -15 | 4 | -3 | 2 | -3 | -40
CCOC(=O)c1c(C)[nH]c(C(=O)OCC(=O)NCc2ccco2)c1C | 2 | -7 | -1 | 2 | -21 | -5 | -19 | -37
CN(C)C(=O)CN(c1ccc2c(c1)OCO2)S(C)(=O)=O | -2 | 6 | / | 8 | 5 | 7 | -2 | /
O=C(c1ccc(=O)[nH]c1)N1CCN(S(=O)(=O)c2ccc(Cl)cc2)CC1 | 2 | 0 | -10 | 4 | 0 | 1 | 8 | 1
O=C(NCc1cccnc1)Nc1cccc([N+](=O)[O-])c1 | -3 | -3 | / | 0 | 2 | / | -7 | 2
COc1ccc(-c2ccc([C@H]3[C@@H](CO)N(C(=O)CN(C)C)[C@H]3C#N)cc2)cc1 | 2 | 12 | 1 | 1 | -15 | 4 | 27 | -6
CC1CCN(CC(=O)Nc2ccc(N3CCCCCC3)cc2)CC1 | / | -4 | / | 1 | 14 | 9 | 24 | 10
C[C@H]1CN([C@@H](C)CO)C(=O)c2cccc(NS(C)(=O)=O)c2O[C@@H]1CN(C)Cc1ccncc1 | -2 | 60 | / | -3 | 3 | 5 | 5 | -11
O=C(Nc1cccc(OC(F)(F)F)c1)C1Cc2c(-c3ccc(Cl)cc3)ccnc2O1 (stereo unspecified) | 0 | 0 | 11 | -4 | 12 | / | -2 | 0
Cc1ccsc1C(=O)OCC(=O)NC1CCCCC1 | 1 | -2 | 14 | -3 | -53 | 1 | -64 | -124
CC(C)CC#Cc1ccc([C@H]2[C@H](CO)N3C(=O)CN(C(=O)Cc4cccnc4)C[C@@H]23)cc1 | / | -5 | / | 2 | 2 | 7 | -2 | -3
CCCCNC(=O)COC(=O)c1ccc(SC)cc1OC | / | -1 | -5 | -5 | -5 | 2 | -23 | 14
(more compounds)
SMILES | PglD DTNB | S100A4 inh HTS | FN deposit inh | ERAP1 HTS inh | EWS-Fli inh | PGC1a acetyl inh | LGR2 inh | PAX8 inh HTS
O=C(c1cccnc1)N(c1cc2sc(=O)oc2c2ccccc12)S(=O)(=O)c1ccccc1 | / | 3 | -12 | -2 | -7 | / | 5 | 6
CCOC(=O)N1CCC(NC(=O)CNS(=O)(=O)c2ccc(Br)s2)CC1 | -8 | 3 | / | 1 | 4 | -4 | 0 | /
CCCC1NC(C(=O)O)Cc2c1[nH]c1ccccc21 (stereo unspecified) | -5 | -2 | -1 | 3 | 9 | -2 | -8 | 22
CC1CCCCC1NC(=O)C1CC=CCC1C(=O)O (stereo unspecified) | 4 | / | 1 | / | / | -3 | -5 | 5
CCOc1ccc(Oc2ccccc2NC(=O)C2=COCCO2)cc1 | 0 | -2 | -10 | 1 | 11 | / | 12 | -1
CC(=O)Nc1ccc(Nc2nccc(C)n2)cc1 | 0 | 1 | 1 | -4 | -37 | 4 | -14 | -12

Three of the entries above in order of their number in ERAP1 HTS inh, smallest number first.
SMILES	PglD DTNB	S100A4 inh HTS	ERAP1 HTS inh	PGC1a acetyl inh	LGR2 inh
O=C(c1cccnc1)N(c1cc2sc(=O)oc2c2ccccc12)S(=O)(=O)c1ccccc1	/	3	-2	/	5
CCOc1ccc(Oc2ccccc2NC(=O)C2=COCCO2)cc1	0	-2	1	/	12
CCCC1NC(C(=O)O)Cc2c1[nH]c1ccccc21 (stereo unspecified)	-5	-2	3	-2	-8

Some values from the entries so far.
PAX8 inh HTS, `CCn1c(=O)cc(OCC(=O)N(C)C2CCCCC2)c2ccccc21` → 27
S100A4 inh HTS, `CN(CC(=O)Nc1cccc(F)c1)C(=O)CC1CC2CCC1C2` (stereo unspecified) → -5
EWS-Fli inh, `CCOC(=O)N1CCC(NC(=O)CNS(=O)(=O)c2ccc(Br)s2)CC1` → 4
EWS-Fli inh, `CCN1CCN(S(=O)(=O)c2c(C)cc(C)cc2C)CC1` → 9
FN deposit inh, `COC(=O)C1=C(N)OC2=C(C(=O)CC(C)(C)C2)C1c1cccs1` (stereo unspecified) → 3
